# Screening data from PubChem.
# ARFGAP1 inhibitor – inhibitors of rat ARFGAP1; Q62848; Arfgap1-stimulated ARF1 GTP hydrolysis, GDP FP detection; inhibition, % at 16.5 µM; 360,000 tested, 0.26% active;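 active = inhibition above a per-plate limit, mean inhibition of low control wells plus 3 SD, cut at about 25% in these data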;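 also: 0% = DMSO wells with enzyme and 100% = wells lacking Arfgap1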
#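 System: truncated rat Arfgap1 GAP domain / Benchmarks: high control wells lacking Arfgap1, low control full reaction with DMSO / Times: compound-enzyme preincubation 20 min, reaction 120 min, detection 60 min, 25 °C / Repeats: one replicate per compound / Also added: human ARF1(Δ1-17)-GTP substrate / Measured by: Tracer-displacement fluorescence polarization with EDTA stop, 620/688 nm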
# PLC-gamma1 inh – PLC-gamma1 (human) inhibition, primary screen | P19174 | purified PLC-gamma1, fluorogenic substrate, fluorescence | inhibition, % at 12.2 µM | 370,000 tested, 0.84% active | AID 720700; in the data active = inhibition above about 9.5%
# Tn7 DDE FP – DD(E)-Tn7 binding inhibition, primary FP screen | P02675 | FP displacement of FITC-Tn7 peptide from fibrin DD(E); 0% = median of compound wells per plate | inhibition, % at 8.3 µM | 370,000 tested, 0.13% active | AID 720508;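 active = inhibition above the mean of compounds falling within the control limits plus 3 SD of them, cut at about 14% in these data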;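 also: 0% = plate median of compound wells and 100% = 10 µM Aha-Tn7 peptide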
#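 Assay system: Human fibrin DD(E) protein | Medium: Tris buffer with calcium and detergent, pH 7.8 | Reagent: 0.1 µM fluorescent Tn7 | Compound dosing: Single point at 8.3 µM | Times: 10 min preincubation, 3 h with tracer, room temperature | Detection: Fluorescence polarization of the labelled Tn7 tracer | Controls: Aha-Tn7 high control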
# TDP2 inh – TDP2 (human) inhibition, absorbance primary screen | O95551 | recombinant TDP2, T5PNP hydrolysis, p-nitrophenol absorbance 415 nm | inhibition, % at 12.8 µM | 370,000 tested, 0.34% active | AID 720702;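 active = inhibition above the mean of all tested compounds plus 3 SD, set per campaign, cut at about 25% in these data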;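 also: 0% = DMSO with enzyme and 100% = buffer with substrate but no TDP2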
#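 System – recombinant human TDP2 · Amount – 120 nM TDP2 per well · Buffer or medium – Mg2+-containing Tris-HCl buffer, pH 7.5 · Reagent – T5PNP substrate, 5 mM · Dosing – 12.8 µM single point, 1% DMSO · Incubation – 2 h at 37 °C · Measured by – epi absorbance · Read-out basis – percent inhibition · Benchmarks – high control without enzyme, low control DMSO plus TDP2 · Repeats – singlicate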
# ADAM10 inh – ADAM10 inhibition, QFRET primary screen; recombinant ADAM10, EDANS/DABCYL FRET peptide cleavage, 3 h; AID 720582; inhibition, % at 7 µM; 370,000 tested, 0.62% active;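 active = inhibition above a per-campaign cutoff equal to the mean of compounds falling between control-based bounds plus 3 SD, cut at about 20% in these data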;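 also: 0% = DMSO wells while the 100% control is not disclosed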
# Target sequence (O14672 214-748 limits assumed): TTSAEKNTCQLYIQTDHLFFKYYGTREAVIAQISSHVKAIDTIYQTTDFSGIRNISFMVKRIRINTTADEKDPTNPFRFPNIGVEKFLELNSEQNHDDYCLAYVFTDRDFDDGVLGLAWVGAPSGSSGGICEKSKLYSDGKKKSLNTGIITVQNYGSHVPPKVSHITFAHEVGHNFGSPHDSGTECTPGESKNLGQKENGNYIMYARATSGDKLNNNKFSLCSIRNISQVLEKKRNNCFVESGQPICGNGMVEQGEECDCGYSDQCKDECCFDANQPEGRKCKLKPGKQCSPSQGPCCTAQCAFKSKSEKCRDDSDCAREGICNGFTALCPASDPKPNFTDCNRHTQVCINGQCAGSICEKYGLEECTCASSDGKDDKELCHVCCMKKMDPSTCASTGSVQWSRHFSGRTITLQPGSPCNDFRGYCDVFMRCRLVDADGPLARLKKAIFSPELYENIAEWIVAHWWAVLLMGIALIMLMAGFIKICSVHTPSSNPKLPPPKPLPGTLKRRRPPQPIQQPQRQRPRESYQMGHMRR
# ASAP1 inh – blocks human ASAP1-stimulated Arf1 GTP hydrolysis. 360,000 tested, 0.19% active. inhibition, % at 16.5 µM. GDP FP detection. Q9ULH1; in the data active = inhibition above about 25%;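 also: 0% = vehicle with enzyme and substrate and 100% = no enzyme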
# LEDGF integ inh – blocks HIV-1 LEDGF/p75-dependent DNA integration. TR-FRET IN-LEDGF/p75 DNA integration, Eu/Cy5. 370,000 tested, 0.64% active. inhibition, % at 3.7 µM. AID 743269;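 active = inhibition above the screen-wide mean plus 3 SD, cut at about 13% in these data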;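 also: signal is the Cy5 over europium emission ratio at 671 and 618 nm; 0% = plate median of compound wells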
# DDE Tn6 FP inh – inhibitors of Tn6 peptide binding to human fibrin DD(E); 370,000 tested, 0.21% active; AID 720509; inhibition, % at 8.3 µM; P02675; Fibrin DD(E) TRITC-Tn6 fluorescence polarization displacement;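 active = inhibition above a per-campaign cutoff: mean of compounds within control limits plus 3 SD, cut at about 15% in these data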;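 also: 0% = median of all compound wells on the plate and 100% = blocking peptide control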
# ADAM17 inh – inhibitors of human ADAM17 | 370,000 tested, 0.83% active | recombinant ADAM17, EDANS/DABCYL FRET peptide cleavage | P78536 | inhibition, % at 6.95 µM;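 active = inhibition above the mean of compounds lying between control limits plus 3 SD, set per campaign, cut at about 8.5% in these data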;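 also: 0% = DMSO-only wells as the low control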
# Target sequence (P78536 215-824 limits assumed): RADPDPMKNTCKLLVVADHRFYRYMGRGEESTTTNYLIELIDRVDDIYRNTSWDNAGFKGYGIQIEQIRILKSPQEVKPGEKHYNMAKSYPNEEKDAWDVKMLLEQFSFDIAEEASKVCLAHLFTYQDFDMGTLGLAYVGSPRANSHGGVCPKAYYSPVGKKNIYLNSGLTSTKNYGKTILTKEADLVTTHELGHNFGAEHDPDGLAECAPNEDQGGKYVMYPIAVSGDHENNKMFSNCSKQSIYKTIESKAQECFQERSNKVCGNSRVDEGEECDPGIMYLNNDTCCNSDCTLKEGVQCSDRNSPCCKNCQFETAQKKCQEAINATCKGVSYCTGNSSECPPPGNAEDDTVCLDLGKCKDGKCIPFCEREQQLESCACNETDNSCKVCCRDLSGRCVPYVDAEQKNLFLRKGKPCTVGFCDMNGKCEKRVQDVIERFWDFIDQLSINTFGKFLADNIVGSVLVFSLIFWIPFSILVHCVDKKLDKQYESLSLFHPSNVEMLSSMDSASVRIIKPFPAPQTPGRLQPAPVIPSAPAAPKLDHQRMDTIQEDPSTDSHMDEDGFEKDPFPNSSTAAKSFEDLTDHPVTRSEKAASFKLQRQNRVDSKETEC
# KLK7 zymogen act – activators of human kallikrein-7 zymogen; activation, % at 7 µM; AID 652039; purified proKLK7, EDANS-DABCYL substrate fluorescence; 100% is mature enzyme control, 0% vehicle; 370,000 tested, 0.9% active; P49862;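 active = activation above the mean of all tested compounds plus 3 SD, computed per campaign excluding outliers beyond control limits, cut at about 13% in these data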
# * = called active by the depositor; i = inactive; / = no result given.
SMILES,ARFGAP1 inhibitor,PLC-gamma1 inh,Tn7 DDE FP,TDP2 inh,ADAM10 inh,ASAP1 inh,LEDGF integ inh,DDE Tn6 FP inh,ADAM17 inh,KLK7 zymogen act
O=S(=O)(Cc1ccccc1Cl)N1CCN(Cc2ccc3c(c2)OCO3)CC1,0,1,2,-11,5,8,3,-2,2,-0.1
NC1=NC(=O)/C(=C/c2c(OS(=O)(=O)c3ccc(Cl)cc3)ccc3ccccc23)S1,2,0,-5,-1,3,6,0,6,-1,-0.2
CC1CCC(NC(=O)COC(=O)c2ccco2)CC1 (configuration not stated),10,0,-2,1,-1,6,4,2,0,0.4
CC(C)[C@H](NC(=O)OCc1ccccc1)C(=O)N[C@@H](Cc1ccccc1)C1(O)CN(C)C(C(=O)NCc2ccccn2)CO1 (some centres not stated),/,-3,5,-1,-8,/,-1,5,-3,/
O=C(O)Cc1sc(Nc2cccc3ccccc23)nc1-c1ccccc1,8,-31,-4,-19,-29,14,1,-1,-5,-0.3
CC(C)OC(=O)c1ccc(S(N)(=O)=O)o1,1,0,9,-2,-3,-10,0,1,-1,0.4
CCCNC(=O)C1(C)CCCN(Cc2csc3ccccc23)C1 (configuration not stated),-18,-1,9,5,2,-10,2,7,0,-0.1
CCOc1cc(/C=N/NC(=O)c2cc(-c3ccccc3)nc3ccccc23)ccc1O,5,-2,1,-19,22*,4,3,-7,8,-1.7
Cc1cccc2cc3c(N)c(C(=O)N4CCCc5ccccc54)sc3nc12,8,i,-6,-7,-11,5,2,1,2,-6.5
C#CCN1CC(N(C)CCOC(=O)CC2C=CCC2)CS1(=O)=O (configuration not stated),/,-1,6,6,-10,/,-1,3,-4,-0.3
Cc1ccc2c(C(=O)CN3CCOCC3)c(C)[nH]c2c1,-10,-11,2,-1,5,2,-1,-4,-2,-0.8
CC1(C)CC(=O)c2sc(NC(=O)Cc3cccs3)nc2C1,-9,3,-8,4,-6,-6,-1,-1,0,-0.2
O=C(O)c1cc(-c2cccc([N+](=O)[O-])c2)n[nH]1,2,1,0,4,-2,-15,2,-4,0,0.4
CNC(=O)c1ccccc1Sc1cccc2cccc(C(=O)O)c12,2,2,5,8,6,-8,1,1,-2,1.1
CC(=O)c1sc(NC(=O)CN2C(=O)C3CCCCC3C2=O)nc1-c1ccccc1 (configuration not stated),10,-4,1,-6,-3,13,-3,3,3,-0.4
Cc1ccc(CN2C(=O)NC(Cc3c[nH]c4ccccc34)C2=O)cc1 (configuration not stated),4,0,3,2,-3,5,0,4,-1,0.0
C/C(N)=C(/C#N)C(=O)COC(=O)CNS(=O)(=O)c1ccc(F)c(F)c1F,0,0,0,-3,-14,1,-1,-2,-3,-0.3
Cn1c(O)c(C=Nc2ccc(N3CCOCC3)cc2)c(=O)n(C)c1=S,2,2,-1,-7,-2,-6,2,3,3,-4.3
Cc1ccc(CNC(=O)COC(=O)C2CCC2)cc1,0,0,3,3,-15,-3,-1,0,-2,0.7
Cc1oc(-c2ccc(Cl)cc2)nc1CS(=O)CC(=O)NC1CCCCC1 (configuration not stated),-14,-1,-4,0,-5,-14,2,-1,-2,1.1
COc1cc2[nH]c(=S)n(Cc3ccc(F)cc3)c(=O)c2cc1OC,-10,-1,0,-2,-7,8,1,1,-7,-0.8
COc1cc(C#N)c(NC(=S)N2CCN(C(=O)c3ccco3)CC2)cc1OC,-8,-8,-6,4,-30,-6,-2,7,-3,-0.1
NC(=O)c1ccsc1NC(=O)COC(=O)c1cc(=O)[nH]c2ccccc12,-10,-71,1,-14,-47,-7,0,-5,-23,-10
CCCc1cc(C(=O)N2CCCC(C(=O)c3cc(C)c(OC)c(C)c3)C2)n(C)n1 (configuration not stated),1,-1,-4,2,-7,-10,-2,6,-2,-0.3
COC(=O)c1n[nH]c2ccccc12,9,-5,1,2,-7,-9,-3,1,-8,-1.2
Cc1ccc(C)c(NS(=O)(=O)c2csc(C(N)=O)c2)c1,10,1,0,7,-2,1,-1,3,0,0.2
C(=C\c1ccccc1)/CSc1nnc(Cc2cccs2)n1-c1ccccc1,/,-2,2,-1,1,/,-2,-3,3,0.7
Cc1cc(C(=O)Cn2ncc(Cl)c(Cl)c2=O)c(C)n1CC(F)(F)F,10,0,-5,5,-6,6,-2,-5,0,-0.5
Cc1occc1C(=O)Nc1nnc(-c2cccs2)s1,7,-8,2,-6,-17,-21,-1,7,-3,-1.0
COc1ccc(OC)c(Nc2nc(C3CC3)nc3c2nnn3Cc2ccccc2)c1,-2,-28,-2,-1,-16,-4,0,12,-2,-29
COc1ccc(N2C(=O)NC(NS(=O)(=O)c3ccccc3)(C(F)(F)F)C2=O)cc1 (configuration not stated),19,-1,-4,9,1,-5,-2,-8,-4,0.3
O=C(NCCc1cn[nH]c1)c1ccc2oc(CCc3ccccc3)nc2c1,-9,1,1,4,-7,0,-2,12,-2,-0.1
CN(CC(=O)Nc1cccc(F)c1)C(=O)c1ccc(-c2ccc(Cl)cc2)o1,-3,-6,-4,-9,11,-22,3,-6,6,-0.5
Cc1cc(NC(=O)CCN2CCN(C)CC2)ccc1Br,6,3,-9,-11,6,15,2,-3,1,-0.4
O=C(COC(=O)CNC(=O)c1ccccc1)NC1CCCCC1,-3,-4,-3,5,-7,-17,1,-4,-1,0.2
COc1ccccc1NC(=O)c1ccc(CS(=O)(=O)c2ccc(C)cc2)cc1,-3,-5,-14,-7,2,3,3,-8,1,-0.4
Cc1nc(N2CCCC2)c2nnn(Cc3ccccc3Cl)c2n1,9,1,3,0,-2,-5,4,11,-4,0.6
CC(=O)Nc1c(C)ccc(CNC(=O)COc2ccc(F)cc2)c1C,-10,3,-9,11,-1,10,2,-4,2,-0.4
CC(O)CNC(=S)Nc1ccccc1 (configuration not stated),6,0,0,-4,-2,3,2,8,-4,-0.8
C[C@@H]1CN([C@H](C)CO)S(=O)(=O)c2ccc(C#Cc3cccc(F)c3)cc2O[C@@H]1CN(C)C(=O)CN1CCOCC1,0,-12,-4,2,-16,1,-2,-3,-2,0.5
CC(C)C[C@H]1CN(CCCC[C@H]2CNC(=O)C(=O)N2CCc2ccccc2)C(=O)C(=O)N1CC1CCCCC1,3,1,-2,1,-4,0,3,2,-4,1.0
COc1cc(NC(=O)c2ncn[nH]2)cc(OC)c1OC,10,0,-8,1,-2,8,-2,1,-4,0.1
CC1(C(=O)Nc2cccc3cccnc23)CCN1Cc1ccccc1OC(F)F (configuration not stated),5,-3,7,-7,-9,-20,-4,4,-1,-1.5
CC(C)=C(NC(=O)c1ccco1)C(=O)NCCc1nc2ccccc2[nH]1,-2,1,-4,-4,-4,-12,0,-7,3,0.0
COc1cc(OC)cc(C(=O)N[C@H](C(=O)Nc2c(C)n(C)n(-c3ccccc3)c2=O)C(C)C)c1,-3,6,0,14,-13,3,-3,2,-7,-0.3
COCc1ccc(CN2CCCC(C(=O)Nc3ccccc3-c3ccc(OC)cc3)C2)o1 (configuration not stated),0,1,-2,-2,-16,0,0,3,-5,-0.2
CCOC(=O)c1cn2c(C)cccc2n1,4,0,-5,-2,-1,3,-3,6,2,-0.2
O=C(NCCN1CCOCC1)c1cc2cc(Br)ccc2oc1=O,3,-4,-1,-2,-2,3,0,3,-20,-0.1
C/C(Cc1ccccc1)=N\NC(=O)CNC(=O)c1cccc(Cl)c1,-2,0,1,0,-3,0,-4,3,-4,0.4
C[C@]1(C(=O)O)C=C[C@@H](Cc2ccccc2)N1C(=O)c1ccccc1,-2,0,0,6,4,-9,-3,4,-4,-0.2

# 2 entries drawn at random from the list so far, as already listed:
SMILES,ARFGAP1 inhibitor,PLC-gamma1 inh,Tn7 DDE FP,TDP2 inh,ADAM10 inh,ASAP1 inh,LEDGF integ inh,DDE Tn6 FP inh,ADAM17 inh,KLK7 zymogen act
Cn1c(O)c(C=Nc2ccc(N3CCOCC3)cc2)c(=O)n(C)c1=S,2,2,-1,-7,-2,-6,2,3,3,-4.3
COc1cc2[nH]c(=S)n(Cc3ccc(F)cc3)c(=O)c2cc1OC,-10,-1,0,-2,-7,8,1,1,-7,-0.8

# Next part.
SMILES,ARFGAP1 inhibitor,PLC-gamma1 inh,Tn7 DDE FP,TDP2 inh,ADAM10 inh,ASAP1 inh,LEDGF integ inh,DDE Tn6 FP inh,ADAM17 inh,KLK7 zymogen act
COCCCn1c(SCC(=O)N2CCc3ccccc32)nnc1-c1ccco1,13,3,-2,0,-7,5,-1,-13,1,0.0
CC1=CC(C)(C)N(C(=O)CSc2ncn[nH]2)c2ccc(C)cc21,3,2,3,3,4,13,0,-8,-4,-0.1
N#Cc1nc(-c2ccco2)oc1N1CCN(c2cccc(Cl)c2)CC1,-14,-8,3,2,-1,10,1,-13,-4,-7.2
CCN(CC)C(=O)Cn1c(=O)c2ccccc2n2c(=S)sc(-c3cccc(C)c3)c12,10,-4,2,2,0,-10,0,-1,1,-0.1
O=C(N/N=C/c1cccs1)/C(=C/c1ccccc1)NC(=O)c1ccccc1,-5,-1,-2,9,0,5,-1,8,2,-0.2
COc1ccccc1N1CCN(C2CCN(C(=O)c3cccc(F)c3)CC2)CC1,1,-1,7,7,3,2,-3,2,-5,0.3
COC(=O)c1cc(NC(=O)CSc2nc(C)cc(=O)[nH]2)cc(C(=O)OC)c1,0,-1,3,1,-3,-1,-1,2,-4,0.1
O=C(COC(=O)/C=C/c1cccc(F)c1)NC(=O)NC1CCCC1,-7,-4,2,0,3,-2,3,4,0,-0.2
C/C(=N/NC(=O)CNC(=O)c1cccnc1)c1cccc([N+](=O)[O-])c1,1,-1,0,-2,6,12,1,5,-1,-0.1
Cc1ccc(OCCC(=O)Nc2ccc3c(c2)OCCCO3)cc1,11,-3,0,7,-2,-1,1,-9,0,0.1
COc1ccc(-c2nsc(SCC(=O)Nc3cc(C)on3)n2)cc1,7,5,-1,5,-3,-1,2,0,-1,0.6
COC(=O)c1ccccc1NC(=O)Cn1c(=O)oc2ccc(Cl)cc21,-6,1,-2,3,-1,-15,2,-1,-2,0.3
O=C(NC(=S)Nc1ccc(Cl)c(C(=O)O)c1)c1cccc(COc2ccccc2)c1,0,-1,-2,-6,12,-1,2,-4,3,-0.1
COC(=O)/C=C\C(=O)Nc1cccc([N+](=O)[O-])c1,-12,3,-6,-12,7,6,0,9,-1,-0.6
O=C1C2CCC(C(O)C2)N1Cc1ccccc1 (configuration not stated),9,5,2,1,2,-3,-2,9,4,0.5
O=C1/C(=C/c2cccnc2)CCc2c1[nH]c1ccccc21,21,-156,-7,-1,-13,1,0,3,-4,-0.3
NC(=O)c1nnn(-c2nonc2N)c1-c1ccc([N+](=O)[O-])cc1,4,2,-1,-1,0,-5,-1,4,4,0.6
COc1cc(/C=C2\CCc3ccccc3C2=O)cc(OC)c1OC,6,-28,-10,-11,2,3,0,-3,2,0.1
